High-throughput results as filed in PubChem.
VIM-2 inh – blocks Pseudomonas aeruginosa VIM-2 metallo-beta-lactamase. AID 1527. inhibition, % at 5.6 µM. 0.89% of 290,000 active. purified VIM-2, nitrocefin hydrolysis, epi-absorbance fluorescence;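 active = inhibition above the mean of all tested compounds plus 3 SD, cutoff set per screening run, cut at about 7.5% in these data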;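 note: red hydrolysis product quenches plate fluorescence so inhibitors raise well fluorescence; 0% = enzyme with DMSO and 100% = DMSO without enzyme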
M18AAP inhibitor – blocks P. falciparum M18 aspartyl aminopeptidase; recombinant PfM18AAP, H-Glu-NHMec fluorogenic cleavage; inhibition, % at 7.35 µM; 1.2% of 290,000 active; AID 1822;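 active = inhibition above the campaign mean inhibition over all tested compounds plus 3 SD, cut at about 28% in these data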;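 note: 0% = plate median of test compound wells and 100% = 2 mM ZnCl2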
UBC9 SUMO inh – blocks human SUMOylation mediated by UBC9. inhibition, % at 35 µM. P63279. HTRF SUMOylation assay, SAE1/SAE2 + UBC9, in vitro. 0.36% of 290,000 active; in the data active = inhibition above about 50%, passing the limit was not always enough; note: strong numbers were not always called active
Target sequence (P63279 whole entry, looked up): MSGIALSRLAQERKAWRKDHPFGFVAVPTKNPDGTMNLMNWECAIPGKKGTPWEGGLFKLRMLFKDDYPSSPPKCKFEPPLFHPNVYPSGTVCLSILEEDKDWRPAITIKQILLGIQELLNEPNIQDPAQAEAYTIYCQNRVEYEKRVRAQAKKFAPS
NS3 helicase inh – HCV NS3 helicase inhibition; inhibition, % at 10.9 µM; NS3 helicase DNA unwinding, Cy5 molecular beacon fluorescence; AID 1800; 0.56% of 290,000 active;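 active = inhibition above the mean of all tested compounds plus 3 SD, set per campaign, cut at about 35% in these data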;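 note: 0% = DMSO wells and 100% = thioflavine S control wells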
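Compound dosing – single dose, 10.9 µM nominal final, DMSO 0.8% final · System – NS3 helicase fragment of HCV · Buffer or medium – MOPS pH 6.5, MgCl2, DTT, Tween20, BSA · Signal – Cy5 beacon fluorescence read at start and 1 h · Also added – annealed dual-labelled DNA beacon duplex, ATP-started · Schedule – 1 h at 25 °C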
FID counter – displaces DNA intercalator in HCV helicase counter-screen | DNA fluorescent intercalator displacement, fluorescence | inhibition, % at 7.9 µM | 0.17% of 290,000 active; in the data active = inhibition above about 37%;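 note: 0% = vehicle and 100% = reference compound; higher means more ethidium bromide displaced from hairpin DNA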
MEKK2mut PB1 HTS – signal of MEK5 binding to mutant human MEKK2 PB1 domain; percent response, % at 10 µM; 0.35% of 290,000 active; bead flow cytometry, Alexa488-MEK5 binding to MEKK2 mutant; AID 1530; in the data active = percent response above about 24%, passing the limit was not always enough; note: inactives centre near 1; some results filed as inactive read as strong as hits
NALP1 inh – NALP1 inhibition | S. cerevisiae NALP1/ASC/caspase-1 growth, X-gal OD620, 72 h | inhibition, % at 10 µM | 0.61% of 280,000 active | AID 2071; in the data active = inhibition mostly above about 24%, no sharp cut-off; inactive = mostly below about 32%; note: some compounds called inactive have numbers as strong as hits
IMP-1 inhibitor – inhibitors of Pseudomonas aeruginosa IMP-1 metallo-beta-lactamase; purified IMP-1, nitrocefin hydrolysis, epi-absorbance fluorescence; inhibition, % at 5.6 µM; 0.45% of 290,000 active;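 active = inhibition above the mean plus 3 SD of all compounds in the same screening run, cut at about 4.5% in these data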;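 note: 0% = IMP-1 with DMSO and 100% = DMSO wells lacking enzyme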
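system = purified recombinant IMP-1 beta-lactamase | amount = 0.2 nM IMP-1, as dispensed | medium = HEPES buffer pH 7.1 with ZnSO4 and Brij 35 | times = 25 °C, 15 min preincubation, 25 min reaction | detection = plate fluorescence quenching by hydrolysis product, ex 480/em 530 nm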
MEKK2 WT-MEK5 – raises or lowers MEK5 binding to wildtype human MEKK2 PB1 domain; Q9Y2U5; bead flow cytometry, Alexa488-MEK5 binding to MEKK2 WT; actives lie on both sides; binding response (% of control), % at 10 µM; 1.1% of 290,000 active; in the data active = binding response below about 67% or above about 130%
* marks the source's active call; other numbers are inactive results; / = no result given.

SMILES	VIM-2 inh	M18AAP inhibitor	UBC9 SUMO inh	NS3 helicase inh	FID counter	MEKK2mut PB1 HTS	NALP1 inh	IMP-1 inhibitor	MEKK2 WT-MEK5
CCc1nc(C(N)=O)c2[nH]c(=O)n(-c3ccccc3F)c2n1	-1.7	-2	/	1	-4	0	-3	-2.9	102
Cn1c(/C(C#N)=C(\O)c2cc(Cl)sc2Cl)nc2ccccc21	-4.0	8	14	5	-6	6	-10	-0.3	107
CC(CNc1ccc([N+](=O)[O-])c2cccnc12)Nc1c([N+](=O)[O-])cc(C(F)(F)F)cc1[N+](=O)[O-] (stereo not drawn)	-0.1	-6	-5	-17	0	-1	16	-4.0	88
O=C1CC(c2ccccc2)Cc2nc(N3CCc4ccccc4C3)ncc21 (stereo not drawn)	-1.2	-15	-17	-4	-11	-4	-5	0.1	93
COC(=O)c1ccc(CSc2nnnn2Cc2ccccc2)cc1	-1.3	4	8	-1	-23	1	11	-2.7	100
COc1cc(C(C(=O)NC(C)(C)C)N(C(=O)CNC(=O)c2cccs2)c2cccnc2)cc(OC)c1OC (stereo not drawn)	-4.9	-1	-1	0	-19	4	7	-1.6	104
O=C(/C=C/c1ccc(F)cc1)NCCc1ccc2c(c1)OCCO2	-3.8	3	-12	0	-12	29	48	-3.4	118
COc1ccc(-c2cc(C(=O)NCc3ccco3)c3ccccc3n2)c(OC)c1	-1.6	1	14	7	-25	-11	15	-1.7	84
COc1ccc(C2CC(c3ccc(Br)cc3)Nc3nc(N)nn32)cc1 (stereo not drawn)	-1.8	-9	20	-24	-36	0	10	-1.9	101
O=C(O)c1ccc(NC(=S)NC(=O)c2ccc(-c3ccccc3)cc2)cc1	-1.2	2	22	13	-2	-12	19	-0.8	83
S=C1NCCOCCOCCOCCNC(=S)NCCOCCOCCOCCN1	-3.0	-2	6	-1	-4	3	12	3.0	108
CC(=O)Nc1nc(-c2ccc3c(c2)CCO3)cs1	-1.3	-5	11	-11	-2	-8	9	-1.3	91
O=C(NCc1cn2ccsc2n1)c1c(F)cccc1Cl	-0.4	8	10	5	1	6	/	-4.1	106
CCN(CC)CCP(=O)(c1ccccc1)c1ccccc1	-0.4	-3	-2	2	-1	1	-9	-4.7	97
Cc1c(Cl)cccc1NC(=S)NCc1cccs1	-2.1	-5	-9	-5	-5	0	34	-2.4	114
Cc1ccc(NC(=O)c2cc(S(=O)(=O)c3ccccc3)ccc2Cl)cc1	-3.4	-9	6	-3	-9	3	13	-3.4	106
CCC(=O)N1c2ccc(S(=O)(=O)NCc3ccccc3)cc2CC1C (stereo not drawn)	-1.6	1	-13	3	-34	2	6	-2.2	102
CNC(=S)N1CCN(c2ccc(Cl)c(Cl)c2)CC1	-5.0	-8	8	0	-3	1	3	-2.4	101
COc1ccc(C(CNC(=O)CCOc2ccccc2)N(C)C)cc1 (stereo not drawn)	-3.5	-13	-18	-1	10	-4	2	-3.8	99
O=C(CNc1ccccc1F)N/N=C/C1CC=CCC1 (stereo not drawn)	-3.5	7	17	2	-3	-2	-6	-5.3	102
Cc1ccccc1N1CCN(C2CCCN(C(=O)c3cn4c(C)cccc4n3)C2)CC1 (stereo not drawn)	-1.0	3	-2	1	-17	-1	6	-1.0	100
Cc1ccc(C(=O)NCCC(=O)N2CCC3(CC2)NCCc2[nH]cnc23)cc1	-0.9	2	-10	-2	-2	2	6	-2.1	104
CS(=O)(=O)N1CCC(C(=O)Nc2ccc(F)c(Cl)c2)CC1	-0.1	-2	-2	3	0	0	13	-2.5	102
Cc1ccc(-n2c(-c3cc(-c4ccco4)[nH]n3)n[nH]c2=S)c(Br)c1	-2.1	7	68	34	-18	1	/	-1.2	99
N#Cc1c(C(F)(F)F)cc(-c2ccc(F)cc2)[nH]c1=O	-3.6	-5	13	12	-8	3	11	-3.2	104
O=C(O)c1ccc(Cl)c(S(=O)(=O)NC(Cc2c[nH]c3ccccc23)C(=O)O)c1 (stereo not drawn)	0.4	-8	18	10	-2	6	2	1.2	111
CC(C)C(C(=O)Nc1nccs1)c1ccc(Cl)cc1 (stereo not drawn)	-3.1	-8	9	-4	0	-5	-15	-2.5	93
CC1(c2nnc(-c3ccc(F)cc3)o2)CC(c2c(Cl)cccc2Cl)=NO1 (stereo not drawn)	/	/	2	/	/	2	-2	/	98
NC(=O)c1ccc(Oc2ccc(C(N)=O)cc2)cc1	-2.1	-1	0	-5	0	1	-8	-2.0	100
COc1cc2c(cc1NC(=O)C1CCCO1)oc1ccccc12 (stereo not drawn)	1.8	-13	-2	-15	-14	1	8	-1.3	99
CCOc1cc(NC(=S)NCc2ccco2)c(OCC)cc1NC(=O)CC(C)C	-3.7	-11	15	8	-3	8	11	-2.6	113
O=C(NNS(=O)(=O)c1ccccc1[N+](=O)[O-])c1ccc(F)cc1	1.4	0	13	1	4	-12	8	-0.5	87
CC(C)NC(=O)N1CC(c2ccccc2)C(c2ccc(Cl)cc2)=N1 (stereo not drawn)	-2.1	4	-12	-12	-38	3	5	-1.1	104
Cc1cc(C)nc(NS(=O)(=O)c2ccc(NC(=O)C3(c4ccc([N+](=O)[O-])cc4)CCCC3)cc2)n1	-4.7	3	10	3	-29	10	24	0.7	129
CC(C)CC(=O)Nc1cccc(-c2cn3ccsc3n2)c1	-1.6	-3	1	2	-8	11	14	2.4	99
O=C(Cc1csc(N2CCOCC2)n1)N/N=C/c1ccc(O)c(O)c1O	-3.1	47*	93*	21	-18	2	-27	-0.5	91
Cc1nc(N2CCN(c3ccccc3O)CC2)c2c(-c3ccccc3)csc2n1	0.8	14	23	7	-25	-1	13	-2.2	100
CCc1cc2cc(C(=O)Nc3ccc(F)cc3)sc2s1	-3.5	0	-8	0	0	1	-3	-1.4	102
CC1CCN(S(=O)(=O)c2ccc3c(c2)N(CC(=O)NCCCOC(C)C)C(=O)CS3)CC1	-2.9	1	/	2	-52	5	8	-1.1	106
CC(C)CCNC(=O)NC(=O)CSc1ncccn1	-0.8	2	16	5	-3	2	5	-2.2	113
O=C(CCC(=O)Nc1ccc(F)cc1)N/N=C/c1cccnc1	-2.8	-6	14	-3	-4	6	7	-1.4	102
O=C(Cc1c(O)c2ccccc2oc1=O)c1ccc(C(F)(F)F)cc1	-5.5	1	4	3	-8	8	4	-4.9	103
O=C(CCNS(=O)(=O)c1ccc(Cl)cc1)NCc1cccs1	1.0	-5	15	-8	-2	-1	6	-1.5	95
CCn1c(=N)c(S(=O)(=O)c2ccc(C)cc2)cc2c(=O)n3ccccc3nc21	1.3	-14	16	1	-1	-13	-29	-1.8	85
O=S(=O)(c1cc(F)ccc1F)N1CCN2CCCC2C1 (stereo not drawn)	-0.1	-7	10	1	2	0	22	2.6	105
COc1cccc(-n2c(SCC(=O)NCC3CCCO3)nc3c(c2=O)SCC3)c1 (stereo not drawn)	-4.2	1	0	2	-20	4	10	-1.5	105
CCOC(=O)CCNC(=O)CCNC(=O)C(c1ccccc1)c1ccccc1	-2.0	2	18	-4	-15	-12	31	-2.4	93
COc1ccc(C2=NOC3(CC(=O)N(c4ccc(Cl)cc4)C3=O)C2)c(OC)c1 (stereo not drawn)	-1.4	-5	-11	4	-16	-1	-17	-2.1	87
COc1ccc(CC(=O)NC(C)c2nnc(SCC(=O)Nc3ccccc3)n2C)cc1 (stereo not drawn)	-1.4	-2	5	-6	-15	1	2	-1.4	100
CCCNc1nc(N2CCOCC2)nc(N2CCOCC2)n1	-2.3	1	-10	4	-8	6	10	-2.8	106

Other compounds:
SMILES	VIM-2 inh	M18AAP inhibitor	UBC9 SUMO inh	NS3 helicase inh	FID counter	MEKK2mut PB1 HTS	NALP1 inh	IMP-1 inhibitor	MEKK2 WT-MEK5
COc1ccc(C(=O)NCC(=O)N/N=C(\C)Cc2ccccc2)cc1	-2.2	-3	/	-2	-10	-1	5	-2.1	101
Cc1ccc(C(=O)Nc2ccccc2C(=O)NCc2ccccc2)cc1	-0.7	-3	-4	9	-6	-1	15	-1.6	96
O=C(CSc1nc2c(cnn2-c2ccc(F)cc2)c(=O)[nH]1)N1CCCCC1	-2.0	-4	4	-3	-1	12	27	-0.9	113
COc1ccc(CN2CNc3c(c(=O)n(C)c(=O)n3C)C2)cc1	-1.9	1	-7	-1	0	-1	31	-1.4	96
CC(=O)c1cccc(S(=O)(=O)N2CCCC(c3nc4c(nnn4Cc4ccc(C)cc4)c(=O)[nH]3)C2)c1 (stereo not drawn)	-1.8	0	21	-4	-39	1	0	-2.7	90
CN(C(=O)COC(=O)CCc1nc2ccccc2c(=O)[nH]1)C1CCS(=O)(=O)C1 (stereo not drawn)	-1.8	-9	11	3	-4	-13	8	-1.3	81
CCc1ccc2oc(-c3ccc(NC(C)=O)cc3)nc2c1	-1.0	2	-1	-6	-20	3	15	-2.0	98
O=C(NCc1cccnc1)c1cccs1	-1.8	-1	13	8	0	-5	12	-2.8	97

Sorted by value in M18AAP inhibitor (highest first): 4 from the list above.
SMILES,VIM-2 inh,M18AAP inhibitor,UBC9 SUMO inh,NS3 helicase inh,MEKK2mut PB1 HTS,NALP1 inh,IMP-1 inhibitor,MEKK2 WT-MEK5
CCc1ccc2oc(-c3ccc(NC(C)=O)cc3)nc2c1,-1.0,2,-1,-6,3,15,-2.0,98
CC(=O)c1cccc(S(=O)(=O)N2CCCC(c3nc4c(nnn4Cc4ccc(C)cc4)c(=O)[nH]3)C2)c1 (stereo not drawn),-1.8,0,21,-4,1,0,-2.7,90
O=C(NCc1cccnc1)c1cccs1,-1.8,-1,13,8,-5,12,-2.8,97
COc1ccc(C(=O)NCC(=O)N/N=C(\C)Cc2ccccc2)cc1,-2.2,-3,/,-2,-1,5,-2.1,101

Copied from the list.
Cc1ccc(C(=O)Nc2ccccc2C(=O)NCc2ccccc2)cc1 | NS3 helicase inh: 9
CCC(=O)N1c2ccc(S(=O)(=O)NCc3ccccc3)cc2CC1C (stereo not drawn) | MEKK2mut PB1 HTS: 2
COc1cc(C(C(=O)NC(C)(C)C)N(C(=O)CNC(=O)c2cccs2)c2cccnc2)cc(OC)c1OC (stereo not drawn) | MEKK2mut PB1 HTS: 4

Reformatted: three of the compounds above.
Fields: VIM-2 inh, M18AAP inhibitor, UBC9 SUMO inh, NS3 helicase inh, FID counter, MEKK2mut PB1 HTS, NALP1 inh, IMP-1 inhibitor, MEKK2 WT-MEK5
CC(C)CC(=O)Nc1cccc(-c2cn3ccsc3n2)c1
    -1.6, -3, 1, 2, -8, 11, 14, 2.4, 99
O=C(Cc1csc(N2CCOCC2)n1)N/N=C/c1ccc(O)c(O)c1O
    -3.1, 47*, 93*, 21, -18, 2, -27, -0.5, 91
Cc1nc(N2CCN(c3ccccc3O)CC2)c2c(-c3ccccc3)csc2n1
    0.8, 14, 23, 7, -25, -1, 13, -2.2, 100

Compounds as they come. Share with any hit: about 4.7%.
